OX1R FRET antag = blocks the human orexin 1 receptor | 330,000 tested, 1.8% active | OX1R-expressing cells, FRET antagonist read-out | AID 485270 | inhibition, % at 6.6 µM; in the data active = inhibition mostly above about 38%, no sharp cut-off; inactive = mostly below about 40%;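 also: 0% = agonist challenge alone and 100% = reference antagonist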
Target sequence (O43613 whole entry, looked up): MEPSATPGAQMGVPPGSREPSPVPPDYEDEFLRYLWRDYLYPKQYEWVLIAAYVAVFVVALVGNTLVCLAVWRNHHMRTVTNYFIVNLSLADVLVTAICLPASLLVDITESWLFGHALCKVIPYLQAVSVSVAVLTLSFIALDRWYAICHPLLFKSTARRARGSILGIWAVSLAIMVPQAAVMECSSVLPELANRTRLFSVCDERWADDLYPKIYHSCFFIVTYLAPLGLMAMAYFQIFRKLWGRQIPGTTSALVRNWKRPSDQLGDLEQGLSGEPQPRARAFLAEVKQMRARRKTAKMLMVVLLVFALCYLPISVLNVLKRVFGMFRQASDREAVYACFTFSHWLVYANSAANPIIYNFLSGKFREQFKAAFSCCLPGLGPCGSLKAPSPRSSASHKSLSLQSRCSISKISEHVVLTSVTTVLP
STK33 kinase inh = inhibitors of human STK33 kinase; Q9BYT3; purified STK33, MBP phosphorylation, ADP-Glo luminescence; inhibition, % at 10 µM; 320,000 tested, 0.073% active; AID 2661;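 active = inhibition at or above 25%, using the most active replicate where run in duplicate; inactive = inhibition below 25%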
Target sequence (Q9BYT3 whole entry, looked up): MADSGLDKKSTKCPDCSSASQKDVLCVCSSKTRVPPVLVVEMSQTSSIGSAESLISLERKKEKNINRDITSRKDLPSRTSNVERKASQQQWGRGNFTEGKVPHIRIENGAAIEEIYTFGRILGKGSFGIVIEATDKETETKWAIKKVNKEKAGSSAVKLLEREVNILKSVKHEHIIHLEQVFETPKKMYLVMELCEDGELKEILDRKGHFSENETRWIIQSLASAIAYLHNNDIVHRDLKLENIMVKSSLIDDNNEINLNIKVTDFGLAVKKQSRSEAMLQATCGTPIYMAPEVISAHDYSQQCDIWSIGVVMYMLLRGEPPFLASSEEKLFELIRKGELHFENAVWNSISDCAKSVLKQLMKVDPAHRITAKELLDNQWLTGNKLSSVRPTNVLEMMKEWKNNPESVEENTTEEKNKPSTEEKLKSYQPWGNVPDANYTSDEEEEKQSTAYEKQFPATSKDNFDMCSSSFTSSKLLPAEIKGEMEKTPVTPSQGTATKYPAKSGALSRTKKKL
Active calls of the source: *; · = no result given. Rows are unselected; any-hit rate near 1.8%.

SMILES | OX1R FRET antag | STK33 kinase inh
COc1ccc(-c2noc(CCC(=O)N3CCN(c4ccccc4)CC3)n2)cc1 | 6 | ·
Cc1ccccc1-n1c(SCc2ccccn2)nc2n[nH]c(C)c2c1=N | 35 | 1.7
CS(=O)(=O)c1ccc2nc(NC(=O)Oc3ccccc3)sc2c1 | 30 | -0.9
CCC(C)NC(=O)CN1C(=O)CSc2ccc(S(=O)(=O)N3CCCC3)cc21 (stereo not drawn) | 14 | -1.8
CSc1ccc(S(=O)(=O)N2CCC(C(=O)NCc3ccncc3)CC2)cc1 | 11 | 0.2
CC(C)=C1C(=O)NN(c2ccc(C)c(Cl)c2)C1=O | 20 | 0.1
CCOC(=O)C1CCCN(CC(O)COC(c2ccccc2)c2ccccc2)C1 (stereo not drawn) | 8 | -2.4
O=C(CCNC(=O)c1ccccc1)NCCCc1ccccc1 | 7 | ·
CC(C)c1ccc(S(=O)(=O)N2CCN(C(=O)C3=COCCO3)CC2)cc1 | 0 | -2.7
CC(NC(=O)COc1ccccc1)C(=O)NCc1ccc(S(N)(=O)=O)cc1 (stereo not drawn) | 7 | -1.5
CCn1c(=O)cc(SCC(=O)NCc2ccc3c(c2)OCO3)c2ccccc21 | 14 | -0.5
Cc1csc(NC(=O)CSc2ncc(-c3ccccc3)[nH]2)n1 | 17 | -1.7
Cn1nnnc1SCC(=O)NNC(=O)c1ccc(Br)cc1 | 10 | -1.5
Cc1ccc(C)c(OCc2nnc(NC(=O)c3ccc4c(c3)OCO4)s2)c1 | 12 | -0.5
O=C(Nc1ccc2c(c1)OCCO2)C1CCCN(S(=O)(=O)c2cccc3nsnc23)C1 (stereo not drawn) | 11 | -3.2
CCOc1ccc(CCN2C(=O)C3C4C=CC(C4)C3C2=O)cc1OCC (stereo not drawn) | 16 | 1.6
CCOc1cccc(OCCCCn2cnc3ccccc3c2=O)c1 | 27 | -0.6
CS(=O)c1ccccc1-c1nc(-c2cc(C(F)(F)F)cc(C(F)(F)F)c2)no1 (stereo not drawn) | 3 | 0.3
O=C(C[n+]1cc(-c2ccc(Br)cc2)n2c1CCCCC2)c1ccccc1 | 13 | -1.2
CCOC(=O)C1CCN(C(=O)c2cc(C(C)(C)C)nn2Cc2ccccc2)CC1 | 18 | -1.1

Ordered by value in STK33 kinase inh (highest first): some entries from above.
SMILES | OX1R FRET antag | STK33 kinase inh
CS(=O)c1ccccc1-c1nc(-c2cc(C(F)(F)F)cc(C(F)(F)F)c2)no1 (stereo not drawn) | 3 | 0.3
CSc1ccc(S(=O)(=O)N2CCC(C(=O)NCc3ccncc3)CC2)cc1 | 11 | 0.2
Cc1ccc(C)c(OCc2nnc(NC(=O)c3ccc4c(c3)OCO4)s2)c1 | 12 | -0.5
CCOc1cccc(OCCCCn2cnc3ccccc3c2=O)c1 | 27 | -0.6
CS(=O)(=O)c1ccc2nc(NC(=O)Oc3ccccc3)sc2c1 | 30 | -0.9
CCOC(=O)C1CCCN(CC(O)COC(c2ccccc2)c2ccccc2)C1 (stereo not drawn) | 8 | -2.4

More compounds:
SMILES | OX1R FRET antag | STK33 kinase inh
CN1CCN(C(=O)C2CCCN(S(=O)(=O)c3ccccc3)C2)CC1 (stereo not drawn) | 22 | -0.8
CCc1cccc(CN2CCC(CNC(=O)Nc3ccc(Cl)cc3)CC2)c1 | 8 | -0.5
O=C(O)CC12CC3CC(C1)CC(n1ncc(NCc4ccc5c(c4)OCO5)c(Cl)c1=O)(C3)C2 | 12 | -0.4
CC(C)NCCOc1cccc(Br)c1 | 4 | -2.4
O=C(c1ccc2nc(-c3ccco3)c(-c3ccco3)nc2c1)N1CCN(c2ncccn2)CC1 | 24 | 0.0
COc1cc(/C=C/C(=O)OCC(=O)NCc2ccccc2OC)ccc1O | 7 | 0.5
CC(C)(C)c1ccc(C(=O)N2CCC(NC(=O)c3ccccc3)CC2)cc1 | -1 | -4.0
COCCCN1C(=O)c2[nH]nc(-c3cc(C)cc(C)c3O)c2C1c1ccc(O)c(OC)c1 (stereo not drawn) | 14 | -1.1
Cc1ccc(CCNc2ccc3ccccc3c2)cn1 | 48 | -0.2
Cc1ccc(-c2nnn(CC(=O)N(Cc3ccco3)C(C(=O)NC3CCCC3)c3cccs3)n2)o1 (stereo not drawn) | 51 | 1.9

Rewritten with the structure last: part of the list above.
OX1R FRET antag,STK33 kinase inh,canonical_smiles
4,-2.4,CC(C)NCCOc1cccc(Br)c1
22,-0.8,CN1CCN(C(=O)C2CCCN(S(=O)(=O)c3ccccc3)C2)CC1 (stereo not drawn)
10,-1.5,Cn1nnnc1SCC(=O)NNC(=O)c1ccc(Br)cc1
27,-0.6,CCOc1cccc(OCCCCn2cnc3ccccc3c2=O)c1

Record cards, as listed above. Order of values: OX1R FRET antag	STK33 kinase inh
CS(=O)c1ccccc1-c1nc(-c2cc(C(F)(F)F)cc(C(F)(F)F)c2)no1 (stereo not drawn) reads 3	0.3
Cc1ccc(-c2nnn(CC(=O)N(Cc3ccco3)C(C(=O)NC3CCCC3)c3cccs3)n2)o1 (stereo not drawn) reads 51	1.9
Cc1csc(NC(=O)CSc2ncc(-c3ccccc3)[nH]2)n1 reads 17	-1.7
CC(C)(C)c1ccc(C(=O)N2CCC(NC(=O)c3ccccc3)CC2)cc1 reads -1	-4.0
O=C(Nc1ccc2c(c1)OCCO2)C1CCCN(S(=O)(=O)c2cccc3nsnc23)C1 (stereo not drawn) reads 11	-3.2

(list continues)
SMILES | OX1R FRET antag | STK33 kinase inh
Cc1cc(N2CCC(C)CC2)nc(SCC(=O)c2ccccc2)n1 | 25 | -0.3
CC(C)CC(=O)N1CC(C)N(C(=O)CC(C)C)CC1C (stereo not drawn) | 0 | -4.8
O=C(CCNC(=O)C1CCN(S(=O)(=O)c2ccc(F)cc2)CC1)NC1CC1 | 6 | 7.1
Cc1cccc(-n2c(SCC(=O)N3CC(=O)Nc4ccccc43)nc3ccccc3c2=O)c1C | 6 | -1.4
O=c1oc2ccccc2c(O)c1Cc1cc(Cl)c2cccnc2c1O | 2 | -1.8
COc1cccc(C(=O)NC2C(=O)N3C(C(=O)O)=C(COC(C)=O)CSC23)c1 (stereo not drawn) | 2 | -0.2
NC(=O)SCC(=O)Nc1ccc(Cl)cc1 | 6 | 0.3
O=S(=O)(NCCN1CCOCC1)c1ccc2ccccc2c1 | 4 | -1.6
CCOc1ccc(OCC)c(S(=O)(=O)NCc2ccccc2)c1 | 10 | -2.9
Cc1ccc(S(=O)(=O)N2CCCCC2)cc1NS(=O)(=O)c1cccc(C(=O)O)c1 | -2 | 0.4
COc1ccc(NC(=O)c2ccc3nc(C)sc3c2)cc1 | 25 | -0.5
C=CCN1C(=O)/C(=C2/Sc3ccc(OC)cc3N2C)SC1=NCc1ccccc1 | -2 | 1.7
CCN1C(=O)N[C@@H](c2ccccc2)[C@H](C(=O)OC)[C@H]1C | 8 | -1.3
COc1ccc(S(=O)(=O)N2CCC(C(=O)NCC3CC3)CC2)cc1 | 12 | -1.0
COc1ccc(/C=C2\SC(=S)N(CCC(=O)Nc3ccccn3)C2=O)cc1OC | 10 | -1.0
Cc1cccc[n+]1CC(=O)Nc1ccc([N+](=O)[O-])cc1Cl | 42 | -2.2
Cc1ccc(NC2=NC(c3ccccc3)n3c(nc(C)cc3=O)N2)c(C)c1 (stereo not drawn) | 14 | 0.5
S=c1[nH]nc(C2CC2)n1Cc1ccco1 | 14 | -2.1
CCOc1ccc(/C=C/[N+](=O)[O-])c2ccccc12 | 20 | 0.7
CC(NC(=O)c1ccccc1F)C12CC3CC(CC(C3)C1)C2 (stereo not drawn) | 39 | 0.1
N#CCC(=O)Nc1nc(-c2ccc3c(c2)OCCO3)cs1 | 18 | 0.4
Cn1c(=S)n(CCC(=O)O)c2ccccc21 | 11 | 0.1
O=C(COC(=O)c1ccc(Br)o1)Nc1ncc([N+](=O)[O-])s1 | 41* | 0.3
CCCNC(=O)c1c(N)n(-c2ccc3c(c2)OCO3)c2nc3ccccc3nc12 | 17 | -1.0
O=C(/C=C\NCC(=O)c1ccccc1)c1ccc(F)cc1 | 7 | -2.1
CCOc1ccccc1C1CC(c2ccc(F)cc2)Nc2nc(N)nn21 (stereo not drawn) | 16 | -0.2
O=C(/C=C/c1cccc(Br)c1)c1ccc2c(c1)OCO2 | 19 | -3.3
COc1ccccc1COCC(O)CN1CCN(S(=O)(=O)c2cccc(F)c2)CC1 (stereo not drawn) | -3 | -0.1
COc1cc(CCC(=O)Nc2ccc(Br)c(C(F)(F)F)c2)cc(OC)c1OC | 31 | -1.6
COc1ccc(OCC(=O)Nc2c(C(=O)N3CCN(C)CC3)oc3ccccc23)cc1 | 13 | 0.2
Cc1ccc(-c2ccc(/C=C3\SC(N4CCOCC4)=NC3=O)o2)cc1 | 12 | 0.8
CCOC(=O)c1ccc2nc(CCC(=O)N[C@H](C(=O)OC)C(C)C)c(=O)n(CC)c2c1 | 21 | -1.4
COC(=O)C(C)n1cnc2c(cnn2-c2ccc(Cl)cc2)c1=O (stereo not drawn) | 18 | -1.6
Cc1ccc2nc(NC(=O)CSCC(=O)Nc3cc(C)on3)sc2c1 | 12 | 0.8
Cc1c(NC(=O)C(C)Sc2nc(N)cc(=O)[nH]2)c(=O)n(-c2ccccc2)n1C (stereo not drawn) | 4 | -0.9
COc1ccc(N2CCN(CCCNC(=O)CC3Oc4ccc(C)cc4NC3=O)CC2)cc1 (stereo not drawn) | 11 | -5.0
COC(=O)c1ccc(C2C(C(=O)Nc3ccccc3C)=C(C)Nc3ncnn32)cc1 (stereo not drawn) | 21 | 0.4
O=C(CC1NCCc2ccccc21)Nc1cccc(Cl)c1 (stereo not drawn) | 7 | -1.9
Cc1cccc(OCC(=O)N/N=C2/SCC(=O)N2Cc2ccco2)c1 | 12 | 0.3
O=C(Nc1ccc(Br)c(Br)c1)C1CCCO1 (stereo not drawn) | -4 | -2.5
Cc1cc(C)nc(NS(=O)(=O)c2ccc(NC(=O)c3ccc(S(=O)(=O)N4CCOCC4)cc3)cc2)n1 | 7 | -2.9
Cc1cc(C)n(CC(O)COc2ccccc2C(=O)Nc2ccccc2)n1 (stereo not drawn) | 8 | -1.8
Fc1ccc2nc(N3CCOCC3)sc2c1 | 2 | -1.2
COCCn1c(C)cc(C(=O)COc2ncnc3ccc(Br)cc23)c1C | 9 | -0.7
CCOC(=O)C1CCCN(c2c(Nc3ccc(OCC)cc3)c(=O)c2=O)C1 (stereo not drawn) | 23 | 1.1
Oc1ccc(/C=N/N(c2ccccc2)c2ccccc2)cc1O | 26 | 1.8
COc1cc(S(=O)(=O)NCc2ccccc2)ccc1F | 14 | -0.9
CCOC(=O)C1CCN(C(=O)Cn2nc(C)n3nc(-c4ccc(OC)cc4)cc3c2=O)CC1 | 12 | -1.3
O=C(O)c1cc2n(n1)C(C(F)(F)F)CC(c1ccco1)N2 (stereo not drawn) | 28 | 0.9
O=C(CCC1CCN(C(=O)c2ccccc2Cl)CC1)NCc1ccc(F)cc1 | 16 | -0.8

(more compounds)
SMILES | OX1R FRET antag | STK33 kinase inh
CCN(CC)S(=O)(=O)c1ccc2c(c1)c(=O)c(C(=O)NCc1ccco1)cn2C | -2 | 0.5
Cc1cc(C)c(C)c(S(=O)(=O)N2CCC(C(=O)NNC(=O)c3ccccc3O)CC2)c1C | 16 | ·
Cc1ccc(-n2ncc3c(NNC(=O)c4ccco4)ncnc32)c(C)c1 | -39 | 0.5
Cc1ccc(C(=O)Nc2cccc(NC(=O)c3ccc(C)c([N+](=O)[O-])c3)n2)cc1[N+](=O)[O-] | -3 | -1.9
O=C(O)CCN1C(=O)c2ccc(NC(=O)CCc3ccccc3)cc2C1=O | 16 | -1.9
CNC(=O)COC(=O)/C=C/c1cccs1 | 20 | 0.0
CCOC(=O)c1nnn(-c2nonc2N)c1CNC(C)C | 10 | 0.3
CCOc1cc(/C=C/C(=O)OCC(=O)NCCN2C(=O)CSC2=O)ccc1OCC(C)C | 5 | 1.2
O=C(Nc1c(Cl)cccc1Cl)C1CCN(C(=O)c2cccs2)CC1 | 24 | -0.3
Cn1c(=O)[nH]c(=O)c2c1nc(SCCCO)n2CCCc1ccccc1 | 9 | 0.4
CCc1nonc1NC(=O)COc1ccc(Cl)c(C)c1 | 15 | 16
COc1ccc(C(C(=O)NC2CCCCC2)N(C(=O)CCl)c2ccc(Cl)cc2)cc1 (stereo not drawn) | 11 | -1.7
Cc1cccc(C)c1NC(=O)C1C2C=CC(C2)C1C(=O)O (stereo not drawn) | 11 | -1.9
CC(=O)c1cccc(-c2csc(N3CCC(C(N)=O)CC3)n2)c1 | 6 | -0.4
C=CCOC(=O)C1=C[C@@H](c2ccc3c(c2)OCO3)C[C@@H](OCc2ccc(CO)cc2)O1 | 18 | 0.5
CCn1c(=S)sc2c(=O)n(CC(=O)NC(C)CCc3ccccc3)c(C)nc21 (stereo not drawn) | 1 | -1.3
Cc1ccc(NC(=O)Cn2nnc(C(=O)NCc3cccs3)c2N)cc1 | 8 | -1.7
COC(=O)[C@@]12CCCN1[C@H](c1ccc(-c3ccc(OC)cc3)cc1)[C@@H]1C(=O)N(C)C(=O)[C@@H]12 | 6 | 0.1
CC(C)(C)NC(=O)C(OC(=O)c1cccs1)c1ccccc1 (stereo not drawn) | 28 | -0.7
O=C(CN1C(=O)C(=O)N(Cc2ccccc2)C1=O)Nc1cc(Cl)cc(Cl)c1 | 9 | -0.2
CCCC(=O)NC(Nc1ccc(S(=O)(=O)Nc2cc(C)on2)cc1)(C(=O)OCC)C(F)(F)F (stereo not drawn) | 2 | -1.6
O=C1c2oc3ccccc3c(=O)c2C(c2cccnc2)N1CCCN1CCOCC1 (stereo not drawn) | 35 | -1.0
O=C(COc1ccccc1)N(Cc1ccco1)C1CCS(=O)(=O)C1 (stereo not drawn) | 21 | -1.1
